# biotin-GST TR-FRET = biotin-GST/anti-GST TR-FRET signal inhibitors, dose response, artefact control for Vif-APOBEC3G degradation inhibitor project, biochemical (AID 1117362); hit rate 2.8% among 3,600; TR-FRET counter screen, biotin-GST/anti-GST signal; IC50 in µM for hits, for the others inhibition, % at the top dose, mostly 100 µM;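 active = inhibition above 30% at one or more concentrations, seen consistently on every test date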;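 also: biotinylated GST protein used in place of GST-Vif 1-94 and biotin-A3G peptide; detects fluorescence quenchers or blockers of GST binding to anti-GST antibody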
# * hit, by the source's call. The list is partial (hit frequency here may not be typical).
molecule	biotin-GST TR-FRET
COC(=O)Cn1c(CCC(=O)O)ccc1-c1ccccc1	1.3%
O=C1/C(=C\c2ccco2)NC(=S)N1c1ccccc1	-3.7%
O=C1C(=Cc2ccco2)CCCC1=Cc1ccco1	6.2%
Fc1ccc2[nH]c3c(N4CCc5ccccc5C4)ncnc3c2c1	3.6%
CCOc1ccc(C2NC(=O)C(C#N)=C(S)N2c2ccc(OC)cc2)cc1OC (configuration not stated)	3.1%
COc1ccc(NC(=O)C2CCCN(S(=O)(=O)c3cccnc3)C2)cc1 (configuration not stated)	1.2%
O=C(COC(=O)/C=C/c1ccco1)Nc1ncc(C(F)(F)F)cc1Cl	-4.5%
CCN(CC)C(=O)CCNS(=O)(=O)c1ccc(C)cc1	-0.8%
O=c1c2cc(N3CCOCC3)ccc2[nH]c(=S)n1Cc1ccco1	9.1%
Cn1c(=O)c2c(ncn2CC(=O)N/N=C/C=C/c2ccco2)n(C)c1=O	4.9%
CCOC(=O)N1CCN(CC(=O)c2ccc3c(c2)CCN3C(C)=O)CC1	3.1%
COc1ccc(OCC(=O)O/N=C(\N)Cc2ccc(Cl)cc2)cc1	1.5%
O=S(=O)(O)c1cc(Cl)cc(N=Nc2ccc(O)cc2O)c1O	-63%
CCOC(=O)C(C(=O)OCC)C(CC(=O)C1CC1)c1ccccc1 (configuration not stated)	1.7%
N=c1sccn1CC(=O)Nc1ccc2c(c1)CCC2	7.3%
COc1ccc(-c2nc3oc4cc(OC)ccc4c(=O)c3c(=O)n2Cc2ccco2)cc1	-0.8%
CN(C)CCCNC(NC(=O)c1cccs1)C(Cl)(Cl)Cl (configuration not stated)	-2.1%
COc1ccc(OCc2nnc3n2N=C(c2ccc(OC)cc2)CS3)cc1	-0.4%
Cc1ccccc1NC(=O)Cc1nc(COC(=O)Cc2ccccc2F)cs1	3.0%
Cn1c(Cn2c(=O)sc3ccccc32)nnc1SCC(=O)NCc1ccc(F)cc1	-0.4%
CCOC(=O)C(C)Sc1nnc2n1C(C)(C)Cc1ccccc1-2 (configuration not stated)	9.9%
O=S(=O)(O)c1cc(O)c2ccc(Nc3ccccc3)cc2c1	13%
O=[N+]([O-])c1c(NCCO)cc(Sc2nc3ccccc3s2)c2nonc12	8.2%
Cc1ccccc1OCC(=O)OCC(=O)c1ccc(OC(=O)c2ccccc2)cc1	2.9%
CC(C)C1Nc2ccc(C(=O)O)cc2C2C=CCC21 (configuration not stated)	24%
COc1ccc(O)c(C(=O)C2c3ccccc3C(=O)N2c2ccc(C)cc2)c1 (configuration not stated)	0.2%
Cc1nn(-c2ccccc2)cc1/C=N/O	1.7%
O=S(=O)(O)c1cc(O)c2cc(Nc3ccccc3)ccc2c1	8.4%
CCOC(=O)c1c(NC(=O)Cn2cc([N+](=O)[O-])cn2)sc2c1CCC2	1.2%
CCN1CCc2c(C#N)c(NCc3ccccc3)nc(N(CC)CC)c2C1	-6.2%
N#Cc1ccc(N2CCN(C(=O)c3cccc(F)c3)CC2)c(F)c1	6.5%
O=C(c1ccccc1Cl)N(C(=O)c1ccccc1Cl)c1nccc(-c2cccs2)n1	-1.4%
CCOC(=O)C1CC(CN2C(=O)c3ccccc3C2=O)OC1=O (configuration not stated)	0.6%
Cn1c2ccccc2c2c(C(=O)O)cn(C3CCCC3)c(=O)c21	2.7%
Cc1ccc2oc(=O)c3cnn(CC(=O)NC4CCCCC4C)c3c2c1 (configuration not stated)	-2.7%
Cc1c(NC(=O)NCCN2C(=O)C3C4C=CC(C4)C3C2=O)c(=O)n(-c2ccccc2)n1C (configuration not stated)	2.7%
COC(=O)c1sccc1NC(=O)c1cc(-c2ccc(C)cc2C)nc2ccccc12	-1.7%
CC1=C(C#N)C(=O)N(C)C(C)(C)C1	3.6%
COC/C=C/C1=CC2=CC(=O)C(C)(OC(=O)c3ccco3)C(=O)C2=CO1 (configuration not stated)	4.1%
CCN1CCN(Cc2ccc(NC(=O)Nc3ccccc3)cc2)CC1	-0.7%
O=C(Nc1ccc(Cl)c(-c2nc3ccccc3[nH]2)c1)c1cccnc1	-0.9%
O=C(c1ccccc1NS(=O)(=O)c1ccc([N+](=O)[O-])cc1[N+](=O)[O-])N1O[C@@H]2C=C[C@H]1C2	1.1%
COc1ccc(S(=O)(=O)Cc2ccc(C(=O)NC(C)C)o2)cc1	5.7%
CCOC(=O)CSc1nnc(CNC(=O)c2cccs2)n1CCc1ccccc1	-1.6%
CC(C)c1ccc(-c2nc(N3CCCCCC3)nc3n[nH]c(N)c23)cc1	-5.1%
O=C(c1cc(Cl)ccc1Cl)N1CCN(c2ccccn2)CC1	0.2%
COc1ccc(N=C2S/C(=C\c3ccc(C)o3)C(=O)N2CC(C)C)cc1	-1.6%
Cc1c(Cl)cccc1NC(=O)CSc1nnc(C)n1-c1ccccc1	0.6%
O=[N+]([O-])c1cc2ccccc2c(O)c1O	6.1%
COc1ccc(C2=NOC(C(=O)NCc3cccs3)C2)cc1OC (configuration not stated)	5.1%
Cc1ccn2cc(-c3nonc3C)cc2c1	-1.1%
Cc1ccc(NS(=O)(=O)c2ccc(OCC(=O)Nc3cccc([N+](=O)[O-])c3)c(C)c2)cc1	5.3%
Cc1ccc(Nc2nc3ccccc3nc2-n2nc(C)cc2C)cc1	0.2%
CSc1nnc(-c2ccco2)c(-c2ccco2)n1	7.5%
Cc1c(C(=O)Nc2cccc([N+](=O)[O-])c2)csc1-c1ccccc1	8.4%
COc1ccc(S(=O)(=O)NCCSCc2ccco2)cc1Cl	-5.9%
CCCCC(=O)Nc1ccc(NC(=O)c2ccc3c(c2)OCO3)cc1OC	-0.4%
COc1ccc2[nH]c3c4c(ccc3c2c1)C(=O)C=CC4=O	5.2%
COc1ccc(N2CCN(C(=O)c3c(-c4ccccc4)noc3C)CC2)cc1	11%
C=CCc1ccc(OCCCCN2CC(C)OC(C)C2)c(OC)c1 (configuration not stated)	-3.7%

# Quoted at random: 4 entries already listed.
molecule	biotin-GST TR-FRET
COc1ccc(S(=O)(=O)NCCSCc2ccco2)cc1Cl	-5.9%
CCOC(=O)C1CC(CN2C(=O)c3ccccc3C2=O)OC1=O (configuration not stated)	0.6%
COC(=O)c1sccc1NC(=O)c1cc(-c2ccc(C)cc2C)nc2ccccc12	-1.7%
COc1ccc(N2CCN(C(=O)c3c(-c4ccccc4)noc3C)CC2)cc1	11%

# Copied from the list:
# Value for COc1ccc(N2CCN(C(=O)c3c(-c4ccccc4)noc3C)CC2)cc1 under biotin-GST TR-FRET: 11%
# Value for COc1ccc(S(=O)(=O)NCCSCc2ccco2)cc1Cl under biotin-GST TR-FRET: -5.9%

# (continued)
molecule	biotin-GST TR-FRET
COc1ccccc1NC(=O)c1cc2ccccc2o/c1=N\O	12%
CCOc1ccccc1CNC(=O)Cn1c(=O)oc2ccccc21	0.1%
CCOC(=O)c1c(NC(=O)CSc2nncs2)sc(C)c1C	-2.5%
CN(C)NC1CCS(=O)(=O)C1 (configuration not stated)	4.0%
CC(Sc1nnnn1C)C(=O)Nc1ccccc1-c1ccccc1 (configuration not stated)	3.1%
O=C(N/N=C/C=C/c1ccco1)c1cccs1	-7.2%
CCOc1ccc(S(=O)(=O)N2CC(=O)Nc3ccccc32)cc1C#N	3.1%
COc1ccc(N2CCN(CC(=O)c3c(C)n(C)c4ccc(OC)cc34)CC2)cc1	6.9%
COC(=O)c1c[nH]n2c(=O)c(Cc3ccc(F)cc3Cl)c(C)nc12	1.0%
CS(=O)(=O)N(CC(=O)N1CCN(Cc2ccccc2)CC1)c1ccc2c(c1)OCCO2	8.4%
CCOC(=O)N1CCN(C(=O)C2CCCN(S(=O)(=O)c3ccc(C)cc3)C2)CC1 (configuration not stated)	6.2%
CCCn1c(SCC(=O)c2cc(C)ccc2C)n[nH]c1=O	5.1%
COc1ccc(OC)c(NC(=O)CC2C(=O)NCCN2C(=O)Nc2cccc(Cl)c2)c1 (configuration not stated)	1.1%
O=C1OC(c2ccc(Br)cc2)=N/C1=C\N1CCCCC1	0.1%
COC(=O)C1=C(CSc2nc3ccccc3o2)NC(=O)NC1c1cc(C)ccc1C (configuration not stated)	0.2%
COc1ccc(OC)c(NC(=O)NCc2ccc(F)cc2)c1	1.9%
Cc1ccc(CN(C(=O)Cn2nnc3ccccc32)C(C(=O)NCc2ccco2)c2cccs2)cc1 (configuration not stated)	2.0%
CCN(CC)S(=O)(=O)c1cccc(NC(=O)/C=C/c2cccc([N+](=O)[O-])c2)c1	-2.0%
O=S1(=O)CCC(N2CCOCC2)C1 (configuration not stated)	-2.1%
Cc1ccc(OCc2ccc(C(=O)NN)o2)cc1C	-1.8%
Cc1ccc2c(c1)c(CC(=O)Nc1ccc(C)c(F)c1)c(C(=O)O)n2C	-0.3%
O=C(O)c1ccc2c(c1)N(Cc1cccc(F)c1)C(=O)CS2	2.6%
O=C1CN(C(=O)CSc2nnc(C3CC3)n2-c2ccccc2)c2ccccc2N1	5.0%
O=C(C1CCN(S(=O)(=O)N2CCC3(CC2)OCCO3)CC1)N1CCOCC1	2.1%
C/C(=C\C(=O)c1cccnc1)Nc1ccc(O)cc1	1.7%
N/C(=N\OC(=O)COc1ccc2ccccc2c1)c1ccccn1	0.0%
O=C(O)c1cccc2c1Oc1ccccc1S2(=O)=O	4.2%
O=C(NCc1ccc(F)cc1)C1CCC(CNc2c(N3CCCCC3)c(=O)c2=O)CC1 (configuration not stated)	-1.9%
N=C1C=CC(=C(c2ccc(N)cc2)c2ccc(N)cc2)C=C1	4.1µM*
CC(C)Cn1c(CCC(=O)O)ccc1-c1cccs1	6.4%

# 3 entries out of the list, ordered by length of the SMILES, falling.
molecule	biotin-GST TR-FRET
CCOc1ccccc1CNC(=O)Cn1c(=O)oc2ccccc21	0.1%
COc1ccc(OC)c(NC(=O)NCc2ccc(F)cc2)c1	1.9%
O=S1(=O)CCC(N2CCOCC2)C1 (configuration not stated)	-2.1%

# Additional records follow:
molecule	biotin-GST TR-FRET
O=C(c1ccco1)N1CCN=C1SCc1cccc(Cl)c1	0.3%
CCOC(=O)c1c(O)c2ccccc2n(-c2ccccc2)c1=O	1.1%
COc1ccccc1N1C(=O)CC(Nc2ccc(N3CCOCC3)cc2)C1=O (configuration not stated)	8.9%
COc1ccc([N+](=O)[O-])cc1CSc1nnc(NC(C)=O)s1	-3.1%
CCCn1nc(NC(=O)c2cccs2)c2cc3ccccc3nc21	-3.7%
CCc1ccc(C(=O)Nc2ccc(S(=O)(=O)Nc3nc(C)cc(C)n3)cc2)o1	-3.0%
CCn1c(=O)cc(SCC(=O)NCc2ccc(C)o2)c2ccccc21	6.4%
Clc1ccc(CSc2snnc2-c2ccccc2)c(Cl)c1	-3.1%
CC1CCc2cc(F)ccc2N1C(=O)CSc1nnc(-c2cccs2)n1C (configuration not stated)	-4.7%
O=c1oc(/C=C/c2ccccc2)nc2sc3c(c12)CCC3	-0.4%
Cc1cccc(NC(=O)CNC(=O)c2cccc(-n3cccc3)c2)c1C	4.0%
COc1cnc(SCc2c(Cl)cccc2Cl)nc1Cl	0.6%
COc1ccccc1N(CC(=O)NC(C)C)S(=O)(=O)c1cccs1	-1.8%
CCc1ccc(CNc2ccc(O)cc2)cc1	2.6%
COc1cc(/C=C(\C#N)c2nc3ccccc3[nH]2)c([N+](=O)[O-])cc1OCc1ccccc1	3.1%
O=C(NNc1cc(Cl)cc(Cl)c1)c1c(F)cccc1Cl	-0.1%
Cc1cc(C(=O)NNC(=O)CCC2CCCCC2)c(C)o1	-0.3%
CCc1c(C)[nH]c(=S)c(C#N)c1C	1.3%
COc1cccc(-c2cc(C(=O)Nc3cnn(Cc4ccccc4C)c3)no2)c1	-2.3%
CCOc1ccc(N2C(=O)c3ccccc3C2O)cc1 (configuration not stated)	0.8%
COCCCN1CC23C=CC(O2)C(C(=O)O)C3C1=O (configuration not stated)	-1.8%
O=C1c2ccccc2S(=O)(=O)N1CC(O)COc1ccc(Br)cc1 (configuration not stated)	2.3%
COc1ccc(CCNS(=O)(=O)c2ccc3c(c2)CCN3C(=O)CCC(=O)O)cc1OC	0.4%
O=C(CN1CCN(S(=O)(=O)c2ccc(F)cc2)CC1)Nc1cc(C(F)(F)F)ccc1Cl	1.4%
O=S(=O)(c1cccc(C(F)(F)F)c1)N1CCN(c2ccccc2)CC1	2.2%
O=C(CSc1ncnc2ccccc12)Nc1cccc(S(=O)(=O)N2CCOCC2)c1	-3.5%
O=C(NC12CC3CC(CC(C3)C1)C2)c1ccc(S(=O)(=O)N2CCOCC2)cc1	-2.1%
COc1cc(NC(=O)c2noc3c2CCC3)c(OC)cc1Cl	1.4%
Clc1ccc(-c2nc3cnccn3c2Nc2ccc3c(c2)OCO3)cc1	-1.7%
Cc1ccc(Cn2ccc(NC(=O)c3cc(-c4cccc(Cl)c4)on3)n2)cc1	0.9%
O=C(Nc1cccc(OC(F)(F)F)c1)c1ccc(Br)o1	5.2%
Cn1nc(C(F)(F)F)c2cc(C(=O)NC3CC3)sc21	3.0%
O=C1CCCC2=C1C(c1ccsc1)CC(=O)N2c1ccccc1 (configuration not stated)	0.6%
CCOc1ccc(N(CC(=O)NCCC2=CCCCC2)S(=O)(=O)c2ccccc2)cc1	4.2%
CN1CCN(NC(=O)c2ccc(S(=O)(=O)N3CC4(C)CC3CC(C)(C)C4)cc2)CC1 (configuration not stated)	0.5%
CCc1ccccc1NC(=O)N1CCc2ccccc21	-1.7%
CCOc1cccc(C(=O)Nc2ccccc2OC(F)F)c1	1.4%
CC(Sc1nnnn1-c1ccccc1)C(=O)Nc1ccc(Cl)cn1 (configuration not stated)	2.8%
O=C(NCC1CCCO1)C1CCCN(Cc2cnn(-c3ccccc3)c2-n2cccc2)C1 (configuration not stated)	-2.1%
